Assay outcomes from PubChem.
GPR55 beta-arrestin = selective activators of receptor GPR55 – imaging, U2OS cells, beta-arrestin-GFP redistribution, primary screen (AID 1961); 290,000 tested, 0.048% active; one-dose activation, % at 10 µM; EC50 in µM for titrated hits; U2OS GPR55 beta-arrestin-GFP redistribution imaging; higher % means a stronger effect;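 active means activation above 40% with more than 50 cells counted in the well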;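 further: U2OS osteosarcoma cells stably expressing GPR55 and beta-arrestin-GFP; plate controls were DMSO negative control for no effect and LPI positive control for full effect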
NTR1 ag = agonists of NTR1, primary screen, imaging, U2OS cells, beta-arrestin-GFP, high content (AID 493036) | P30989 | NTR1-U2OS beta-arrestin-GFP spot imaging, agonist mode | activation, % at 20 µM | 330,000 tested, 0.17% active;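 active means activation at or above 40% of the spot to cytoplasm intensity ratio, with at least 20 cells analyzed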;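 further: 0% = DMSO without peptide and 100% = 100 nM NTR1 peptide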
Target sequence (P30989 whole entry, looked up): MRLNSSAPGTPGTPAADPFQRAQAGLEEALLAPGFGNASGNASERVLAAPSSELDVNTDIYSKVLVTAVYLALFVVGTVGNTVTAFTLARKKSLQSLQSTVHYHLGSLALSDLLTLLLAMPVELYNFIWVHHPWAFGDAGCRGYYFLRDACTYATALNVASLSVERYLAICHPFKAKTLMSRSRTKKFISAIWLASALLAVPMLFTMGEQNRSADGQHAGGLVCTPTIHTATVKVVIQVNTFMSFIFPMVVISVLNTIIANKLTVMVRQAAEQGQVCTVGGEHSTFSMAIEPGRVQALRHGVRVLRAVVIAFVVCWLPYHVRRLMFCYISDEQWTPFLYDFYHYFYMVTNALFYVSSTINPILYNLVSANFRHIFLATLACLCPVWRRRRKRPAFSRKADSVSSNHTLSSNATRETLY
KOR beta-arrestin-1 = kappa opioid receptor blockers – cell-based, luminescence, uHTS (AID 1778); KOR beta-arrestin recruitment, luminescence, antagonist mode; higher % means a stronger effect; inhibition, % at 10 µM, or IC50 in µM where a hit was titrated; 290,000 tested, 0.091% active; in the data active means inhibition above about 50%; further: strong numbers were not always called active
K1F lysis inhibition = inhibition of K1F phage lysis, E. coli UTI89, bacterial capsule biogenesis inhibitors, alamar blue (AID 488966). 340,000 tested, 0.02% active. E. coli UTI89 K1F phage lysis, alamar blue, 2 h; higher % means a stronger effect. inhibition, % at 100 µM; hits with a dose series show IC50 in µM;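 active means phage lysis inhibition, versus mean bacterial control, above a set limit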;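 further: capsule biogenesis inhibitors block K1F phage lysis so surviving cells raise fluorescence; higher fluorescence means more inhibition of phage lysis; actives were called in the ten point dose series up to 300 µM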
GPR55 LPI antagonism = GPR55 antagonists blocking LPI-driven arrestin recruitment, primary screen, imaging, U2OS, beta-arrestin-GFP, LPI agonist (AID 2013); U2OS GPR55 beta-arrestin-GFP translocation imaging, LPI antagonism; higher % means a stronger effect; inhibition, % at 10 µM; hits with a dose series show IC50 in µM; 290,000 tested, 0.13% active;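 active means spots per cell inhibited over 60%, with over 100 cells counted and total cytoplasm intensity under 500,000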;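 further: U2OS cells stably carrying GPR55 and arrestin-GFP stimulated by 5 µM LPI near EC80; imaged beta-arrestin-GFP aggregate spots per cell after agonist stimulation; plate controls were LPI-stimulated DMSO wells for no effect and DMSO wells without LPI for full effect; some results filed as inactive read as strong as hits; confirmed hits need IC50 under 10 µM and bright autofluorescent wells are also inconclusive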
KOR beta-arrestin-2 = kappa opioid receptor activators – cell-based, luminescence, uHTS, primary screen (AID 1777); KOR beta-arrestin recruitment, luminescence; higher % means a stronger effect; 280,000 tested, 0.02% active; activation, % at 10 µM; hits with a dose series show EC50 in µM; in the data active means activation above about 50%, passing the limit was not always enough; further: a part of the inactive calls stands beside numbers as strong as those of hits
Rac1 GTP hydrolysis = MgcRacGAP GTPase-activating activity inhibitors, confirmation, biochemical, ADP Hunter fluorescence; MgcRacGAP-stimulated Rac1 GTP hydrolysis, ADP Hunter fluorescence; higher % means a stronger effect; GST-tagged Rac1 F28L mutant substrate; inhibition, % at 30 µM, or IC50 in µM where a hit was titrated; 340,000 tested, 0.6% active;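 active means first-screen hits whose inhibition reached a set limit at any dose in the follow-up dose series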;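 further: fluorescence reports GDP produced by GAP-driven GTP hydrolysis; strong numbers were not always called active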
NOD1 inhibition = inhibition of NOD1-driven NF-kB reporter – cell-based, luminescence, uHTS, primary screen (AID 1578); inhibition, % at 4 µM; hits with a dose series show EC50 in µM; NOD1-driven NF-kB luciferase reporter cells, luminescence; higher % means a stronger effect; 290,000 tested, 1% active; in the data active means inhibition mostly above about 36%, no sharp cut-off; inactive means mostly below about 34%;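 further: HEK-293T reporter cells stimulated with the NOD1 agonist gamma-tri-DAP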
GPR35 arrestin U2OS = inhibition of zaprinast-stimulated GPR35 beta-arrestin translocation – imaging, U2OS, beta-arrestin-GFP, zaprinast agonist, primary screen (AID 2058); 290,000 tested, 0.052% active; U2OS GPR35 beta-arrestin-GFP translocation imaging, zaprinast antagonism; higher % means a stronger effect; inhibition, % at 10 µM; hits with a dose series show IC50 in µM;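 active means inhibition of at least 50% with at least 30 cells and total cytoplasm GFP at most 10,000,000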
NTR1 ag cell count 20 µM = further read-out of NTR1 ag, marked with its call; cell count; measured here: cell count, cytotoxicity flag
Numbers without * were called inactive; nt = no result given; [ ] = remark or other dose. An excerpt. The share of hits here may be higher or lower than overall.

molecule	GPR55 beta-arrestin	NTR1 ag	NTR1 ag cell count 20 µM	KOR beta-arrestin-1	K1F lysis inhibition	GPR55 LPI antagonism	KOR beta-arrestin-2	Rac1 GTP hydrolysis	NOD1 inhibition	GPR35 arrestin U2OS
COc1ccc(CCCc2nnc(SCC(=O)Nc3ccc(OC)cc3)o2)cc1	0.1%	-0.5	49	-9%	-0.4%	3%	-4.9%	-2%	-15%	4%
COc1cc(/C=N/NC(N)=S)cc(Br)c1OCc1ccccc1F	0.2%	39	53	-13%	2.7%[50 µM]	-14%	5.7%	13%	4%	-2%
O=S(=O)(c1ccc(NC(=S)Nc2ccc3c(c2)OCO3)cc1)N1CCOCC1	0.5%	-0.1	57	nt	9.7%	-6%	-2.0%	15%	-36%	-3%
CCCn1c(N)c(Br)c(=O)[nH]c1=O	0.1%	2.3	88	0%	1.8%[50 µM]	1%	3.3%	12%	-39%	4%
CCc1cc(=O)n2[nH]c(C)c(-c3ccccc3OC)c2n1	-0.2%	-2.9	55	-8%	1.9%	1%	-1.0%	3%	-4%	-21%
COc1ccc(S(=O)(=O)N(CC(=O)NCc2ccncc2)c2ccc(C)cc2)cc1Br	0.0%	-2.1	46	-26%	-0.3%	2%	3.0%	6%	0%	1%
Cc1ccc(NS(=O)(=O)c2ccc(C)c(NC(=O)COc3ccc4ccccc4c3)c2)c(C)c1	-0.1%	2.4	57	-32%[20 µM]	-0.1%	8%	1.0%	7%	5%	-11%
COc1ccc(-c2noc(CN3CCOCC3)n2)cc1OC	0.0%	2.8	33	-38%	0.7%	8%	-4.3%	7%	-10%	-3%
CC1(C)CC(=O)c2cc(C(=O)N3CCCC(C)(C)C3)c(=O)n(-c3ccccc3)c2C1	-0.2%	-0.8	31	-5%	1.2%	6%	6.0%	15%	-4%	-4%
CCCCC(NC(=O)c1ccc(Cl)cc1)C(=O)O (stereo not drawn)	0.0%	1.0	76	12%	-3.5%	26%	-4.9%	1%	-5%	-1%
COc1cccc(OCC(O)CN(CCO)Cc2ccccc2)c1 (stereo not drawn)	-0.2%	0.5	45	-8%	0.0%	25%	-2.7%	7%	-8%	24%
Cc1c(C(=O)NCCCN2CCCCC2)oc2ccc3c(c12)C(O)CC1(CCCCC1)O3 (stereo not drawn)	-0.1%	2.1	64	-18%	-0.2%	-10%	-0.3%	-11%	6%	15%
O=C(NC(=S)Nc1cccc(C(F)(F)F)c1)c1ccc2nonc2c1	-0.3%	4.6	37	5%	nt	-8%	3.9%	nt	0%	5%
C[C@]12C=CC(=O)C=C1CCC1C3CC[C@](O)(C(=O)CO)[C@@]3(C)CC3OC312 (stereo partly drawn)	-0.1%	-0.5	51	-55%	2.5%	-4%	1.8%	6%	7%	7%
Cc1ccc(-c2nc(C#N)c(NCCCn3ccnc3)o2)cc1	-0.1%	0.3	75	-54%[20 µM]	0.3%	-7%	nt	6%	-46%	-8%
CCOC(=O)c1cc([N+](=O)[O-])sc1N	-0.2%	-1.6	50	3%	0.4%	-2%	-2.3%	2%	-3%	-7%
CCCCCC(=O)N=Nc1c(O)[nH]c2ccc([N+](=O)[O-])cc12	0.2%	3.2	41	-17%	-2.4%	13%	-1.1%	-2%	-36%	-7%
CCOC(=O)N1CCN(C(=O)CSc2ncnc3ccccc23)CC1	0.5%	0.0	50	-24%	-0.3%	7%	1.4%	1%	18%	20%
Cc1ccc(CC(=O)Nc2cccc([N+](=O)[O-])c2)cc1	0.1%	-0.9	93	0%	0.3%	6%	-8.6%	5%	-25%	5%
CCC(C)c1ccc(NC(=O)CN(C)CC(=O)Nc2cccc(OC)c2)cc1 (stereo not drawn)	0.0%	5.7	57	14%	-0.3%	0%	-0.1%	4%	-9%	-6%
O=C(C1=C[C@@H](c2csc3ccccc23)C[C@@H](OCc2ccc(CO)cc2)O1)N1CCN(Cc2ccccc2)CC1	-0.2%	5.6	82	8%	0.9%	10%	-1.2%	12%	17%	-10%
CCCn1c(Nc2ccc(Cl)cc2)nc2ccccc21	0.1%	1.4	81	-22%	0.8%	5%	4.9%	3%	-16%	10%
Cn1c(SCC(=O)O)nc2ccccc2c1=O	0.3%	1.4	47	19%	0.1%	-2%	25%	-2%	-7%	13%
O=S(=O)(Nc1ccc(Cl)cc1)c1ccc(N2CCOCC2)c(NC(=S)NC2CC2)c1	0.7%	0.2	43	3%	1.5%	4%	-5.2%	8%	-5%	-15%
CCN(CC)C(=S)SCC(=O)c1ccc(Br)cc1	0.1%	0.4	89	-51%	0.2%	-14%	8.8%	10%	30%	-15%
COc1ccc(C(C(=O)NC(C)(C)C)N(Cc2ccco2)C(=O)CCC(=O)Nc2ccccn2)cc1 (stereo not drawn)	-0.1%	0.9	47	-27%	0.1%	-1%	3.7%	2%	-46%	9%
CC(=O)Nc1cccc(/C(C)=N/NC(=O)c2ccc(Cl)cc2Cl)c1	-0.1%	0.3	44	-51%[20 µM]	0.1%	1%	nt	6%	37%	2%
C/C=C(\C)c1nnc(NC(=O)C(C)C)s1	-0.1%	2.6	46	14%	0.2%	12%	0.4%	0%	-42%	-7%
COc1nc(-c2ccccc2)ccc1-c1noc(-c2ccccc2F)n1	0.2%	5.0	43	-7%	0.6%	5%	1.6%	13%	-94%	3%
O=C(NN1CCCCC1)c1cccc2ccccc12	-0.1%	-1.9	56	14%[20 µM]	2.1%	13%	0.7%	0%	-19%	2%
COc1ccc2cc(C(=O)NCc3ccco3)c(=O)oc2c1	-0.2%	0.2	97	-4%	2.4%	7%	2.5%	14%	-45%	6%
CCCn1c(SCc2nc(N)nc(N3CCCCC3)n2)nc2c1c(=O)n(C)c(=O)n2C	0.4%	8.1	56	-7%	0.2%	-20%	-2.7%	8%	-26%	10%
O=C(c1cccnc1)N1CCN(S(=O)(=O)c2cccc(Cl)c2)CC1	-0.2%	-0.3	56	8%	1.1%[50 µM]	2%	-1.2%	2%	-13%	5%
Cc1nn(Cc2ccc(Cl)cc2Cl)c(C)c1NC(=O)c1ccc(COc2cc(Cl)ccc2Cl)o1	0.0%	1.6	57	-27%	0.8%	-8%	2.9%	12%	23%	-1%
CCOc1ccc(C(=O)Nn2cnnc2)cc1	0.1%	-1.0	36	-1%	3.3%	-3%	-1.2%	6%	20%	-8%
N#CC1=C(N)SC(N)=C(C#N)C1c1ccc([N+](=O)[O-])cc1	0.2%	1.0	63	22%	-0.2%[50 µM]	7%	-5.8%	-16%	12%	0%
O=C1CCN(CCc2ccccc2)CCN1[C@H](CSc1ccc(Br)cc1)Cc1ccccc1	-0.1%	3.8	93	14%	0.9%	14%	-0.2%	6%	8%	-2%
Cc1ccc(-n2nnnc2-c2cnn(-c3cccc(F)c3)c2C(F)(F)F)cc1	0.6%	1.5	85	10%	5.6%	3%	-4.3%	6%	2%	14%
NC(=O)CSc1nnc(-c2ccco2)n1N	-0.1%	-0.9	78	-10%	0.3%	-1%	-5.0%	-6%	-6%	10%
Cc1[nH]c2ccccc2c1CCN(Cc1cccs1)C(=S)Nc1ccccc1	0.6%	7.1	100	-3%	0.0%	2%	-2.3%	-5%	8%	1%
Cc1cc(C(C)(C)C)cc(C)c1N	0.0%	-1.8	58	8%	2.1%[50 µM]	3%	1.4%	7%	-19%	-4%
CC(C)CCNC(=O)c1cc(S(=O)(=O)N2CCCCC2)ccc1N1CCOCC1	0.9%	1.7	62	5%	-0.2%	6%	1.4%	16%	-3%	-6%
C[C@@H]1CC[C@H](O)/C=C/C(=O)O[C@H](C)CC[C@H](O)/C=C/C(=O)O1	0.6%	-0.7	87	15%	5.8%	2%	-1.3%	2%	1%	5%
COc1cc(SC)ccc1C(=O)NCCc1ccccc1	0.9%	3.6	54	0%	8.5%	-6%	4.7%	7%	-47%	12%
Cc1cccc(/C=N/n2c(-c3ccccn3)n[nH]c2=S)c1	0.5%	0.2	59	14%	nt	6%	1.7%	nt	-24%	-6%
CC(NC(=O)COc1cccnc1[N+](=O)[O-])c1ccc(Cl)cc1Cl (stereo not drawn)	0.0%	4.8	88	-7%	0.1%	6%	-3.6%	8%	-2%	8%
CC1CCCCC1NC(=O)C1CCCN(S(=O)(=O)c2ccc(-n3cnnn3)cc2)C1 (stereo not drawn)	0.2%	-2.2	49	-54%	0.1%	10%	-2.0%	-2%	-8%	3%
Cc1nn(C)cc1CNC(=O)Nc1ccc(Br)cc1Cl	-0.1%	-0.3	88	-31%	0.3%	-3%	4.1%	6%	nt	-30%
CCn1nc(C)c(/C=N/NC(=O)Cc2ccc(Cl)cc2)c1C	0.1%	0.9	68	3%	2.0%[50 µM]	0%	1.4%	7%	-4%	4%
O=S(=O)(Nc1ccc(Cc2ccncc2)cc1)c1ccc(Br)cc1	0.0%	2.4	77	-41%	-0.9%	3%	1.8%	8%	-2%	5%

Other entries.
molecule	GPR55 beta-arrestin	NTR1 ag	NTR1 ag cell count 20 µM	KOR beta-arrestin-1	K1F lysis inhibition	GPR55 LPI antagonism	KOR beta-arrestin-2	Rac1 GTP hydrolysis	NOD1 inhibition	GPR35 arrestin U2OS
Cc1ccc(NC(=O)C(=O)NCc2ccc(/C=N/NC(=O)c3c(C)nc4ccccn34)o2)cc1	0.2%	0.3	69	17%	0.8%[50 µM]	-4%	0.5%	7%	0%	23%
O=C1CC(Nc2ccc(N3CCOCC3)cc2)C(=O)N1CCc1ccccc1 (stereo not drawn)	-0.1%	-1.0	53	15%	2.5%	-12%	102%	15%	-11%	-4%
Cc1nc(N/N=C/c2ccc(Br)cc2)cc(N2CCOCC2)n1	-0.2%	2.5	67	-14%[20 µM]	0.4%	1%	-4.4%	10%	-13%	-8%
CNC(=O)CN1C(=O)NC(c2ccccc2)(c2ccccc2)C1=O	0.2%	-0.5	62	-67%	-0.2%	-7%	2.3%	0%	-14%	4%
COc1cc(CNCCCN2CCOCC2)cc(Cl)c1OCC(=O)NC(C)(C)C	0.3%	-0.8	88	27%	0.0%	7%	-23%	-1%	-6%	6%
COC(=O)c1sc(N)c(C(=O)OC)c1COC(=O)CNS(=O)(=O)c1ccc(C)c(C)c1	-0.3%	1.1	83	15%	-0.3%[50 µM]	0%	5.6%	-1%	-1%	1%
Cc1ccc(-n2c(-c3ccco3)nc3nc4ccccc4nc32)cc1	-0.2%	3.7	105	3%	1.2%	2%	5.9%	2%	-12%	-4%
